# KOR beta-arrestin-1: KOR antagonists, beta-arrestin recruitment, cell-based, luminescence, uHTS (AID 1778); Kappa-type opioid receptor (Homo sapiens); KOR beta-arrestin recruitment, luminescence, antagonist mode; higher % means a stronger effect; one-dose inhibition, % at 10 µM; IC50 in µM for titrated hits; actives 0.091% (n = 290,000); also: strong numbers were not always called active
# Myeloid diff 2: induction of myeloid progenitor differentiation, primary screen, cell-based, flow cytometry, MLPCN library | ER-HoxA9 myeloid progenitors, lysozyme-GFP differentiation | calls only at 10 µM | actives 1% (n = 360,000) | AID 624256, 2012;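 active = normalized GFP-positive differentiation at or above the plate's own cutoff, the solvent-only control mean plus 3 SD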;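 also: cells exposed to compound for four days before flow analysis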
# HEK293 NOD2/NF-kB: NOD2 signaling inhibitors, cell-based, luminescence, uHTS, HEK293 (AID 1566) | HEK293 NOD2/NF-kB luciferase reporter, luminescence; higher % means a stronger effect | inhibition, % at 4 µM; hits with a dose series show EC50 in µM | actives 0.63% (n = 290,000); also: many of its hits are not listed in these tables
# GPR55 activation: GPR55 agonists via beta-arrestin recruitment, primary screen, imaging, U2OS cells, beta-arrestin-GFP redistribution (AID 1961). G-protein coupled receptor 55 (Homo sapiens). U2OS GPR55 beta-arrestin-GFP redistribution imaging; higher % means a stronger effect. activation, % at 10 µM, or EC50 in µM where a hit was titrated. actives 0.048% (n = 290,000);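 active = activation above 40% with more than 50 cells counted in the well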;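 also: U2OS osteosarcoma cells stably expressing GPR55 and beta-arrestin-GFP; plate controls were DMSO negative control for no effect and LPI positive control for full effect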
# T cell modulator: modulators of CD8 T cell-vesicle binding, primary screen, mouse 2C CD8+ T cells, flow cytometry; actives 0.068% (n = 330,000); AID 2052, 2009; 2C CD8+ T cell-vesicle binding; stronger effect = lower value; calls only at 7 µM;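 active = response, share of CD8 T cells binding vesicles, and their 90th percentile fluorescence all below set limits, cut at about 80% in these data, passing the limit was not always enough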
#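 Assay system: 2C TCR transgenic mouse naive CD8+ T cells, MACS-purified | Read-out: CD8+ gate FL2 mean fluorescence as % of same-row positive control | Signal: High-throughput flow cytometry with anti-B7-1 and anti-CD8 staining | Timing: Binding step 1.5 h, 37 °C, antibody labelling 20 min, ice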
# NTR1 agonist: agonists of NTR1, primary screen, imaging, U2OS cells, beta-arrestin-GFP, high content (AID 493036); activation, % at 20 µM; actives 0.17% (n = 330,000); NTR1-U2OS beta-arrestin-GFP spot imaging, agonist mode; Neurotensin receptor type 1 (Homo sapiens), P30989;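 active = activation at or above 40% of the spot to cytoplasm intensity ratio, with at least 20 cells analyzed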;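 also: 0% = DMSO without peptide and 100% = 100 nM NTR1 peptide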
# Target sequence (P30989 whole entry, looked up): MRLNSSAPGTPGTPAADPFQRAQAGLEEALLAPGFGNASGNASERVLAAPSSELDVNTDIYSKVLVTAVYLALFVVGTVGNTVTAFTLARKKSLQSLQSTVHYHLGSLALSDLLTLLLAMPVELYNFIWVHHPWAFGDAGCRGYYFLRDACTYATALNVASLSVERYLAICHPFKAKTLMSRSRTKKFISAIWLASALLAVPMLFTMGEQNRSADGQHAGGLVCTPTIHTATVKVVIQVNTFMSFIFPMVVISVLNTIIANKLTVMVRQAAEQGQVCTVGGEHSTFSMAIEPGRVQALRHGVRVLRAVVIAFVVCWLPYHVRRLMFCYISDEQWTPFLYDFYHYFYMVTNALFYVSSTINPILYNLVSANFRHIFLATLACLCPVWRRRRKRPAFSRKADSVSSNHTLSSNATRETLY
# NOD1 inhibition: NOD1 signaling inhibitors, primary screen, cell-based, luminescence, uHTS (AID 1578). NOD1-driven NF-kB luciferase reporter cells, luminescence; higher % means a stronger effect. one-dose inhibition, % at 4 µM; EC50 in µM for titrated hits. actives 1% (n = 290,000); in the data active = inhibition mostly above about 36%, no sharp cut-off; inactive = mostly below about 34%;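 also: HEK-293T reporter cells stimulated with the NOD1 agonist gamma-tri-DAP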
# GPR55 LPI antagonism: GPR55 antagonists blocking LPI-driven arrestin recruitment, primary screen, imaging, U2OS, beta-arrestin-GFP, LPI agonist (AID 2013). U2OS GPR55 beta-arrestin-GFP translocation imaging, LPI antagonism; higher % means a stronger effect. inhibition, % at 10 µM, or IC50 in µM where a hit was titrated. actives 0.13% (n = 290,000);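 active = spots per cell inhibited over 60%, with over 100 cells counted and total cytoplasm intensity under 500,000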;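 also: U2OS cells stably carrying GPR55 and arrestin-GFP stimulated by 5 µM LPI near EC80; imaged beta-arrestin-GFP aggregate spots per cell after agonist stimulation; plate controls were LPI-stimulated DMSO wells for no effect and DMSO wells without LPI for full effect; some results filed as inactive read as strong as hits; confirmed hits need IC50 under 10 µM and bright autofluorescent wells are also inconclusive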
# KOR beta-arrestin-2: KOR agonists, beta-arrestin recruitment, primary screen, cell-based, luminescence, uHTS (AID 1777); Kappa-type opioid receptor (Homo sapiens); KOR beta-arrestin recruitment, luminescence; higher % means a stronger effect; one-dose activation, % at 10 µM; EC50 in µM for titrated hits; actives 0.02% (n = 280,000); in the data active = activation above about 50%, passing the limit was not always enough; also: a part of the inactive calls stands beside numbers as strong as those of hits
# T cell modulator vesicle-bound %: recorded beside T cell modulator, whose call it bears; double positive events, %; measured here: CD8+ vesicle-bound cell fraction;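 binding gate set so that unloaded-vesicle control wells show 10% double positive cells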
# NTR1 agonist cell count 20 µM: also measured in NTR1 agonist; calls as there; cell count; measured here: cell count, cytotoxicity flag
# Myeloid diff 2 GFP+ MAC1+ %: also measured in Myeloid diff 2; calls as there; GFP+ MAC1+ double positive, %; measured here: differentiation confirmed by MAC1 staining
# An asterisk follows results filed as active; i = inactive; . = not tested or not shown; [ ] = dose if it differs, or a comment. Rule as the data show it, unless noted: active = inhibition above about 50%; inactive = the rest. An excerpt; count on the stated rates, not on these rows.
SMILES,KOR beta-arrestin-1,Myeloid diff 2,Myeloid diff 2 GFP+ MAC1+ %,HEK293 NOD2/NF-kB,GPR55 activation,T cell modulator,T cell modulator vesicle-bound %,NTR1 agonist,NTR1 agonist cell count 20 µM,NOD1 inhibition,GPR55 LPI antagonism,KOR beta-arrestin-2
CC(=O)Nc1ccc(NC(=O)N2CCCCC2)cc1,0%,.,.,10%,0.0%,i,10,0.8,35,5%,7%,-6.6%
Cn1ncc(Cl)c1C(=O)Nc1ccc2c(c1)CCC2,-26%,i,1.2,-35%,0.6%,i,4,0.0,43,-50%,-8%,5.1%
O=C(COc1ccc(S(=O)(=O)NCc2ccccc2)cc1)NCC1CCCO1 (configuration not stated),-88%,i,0.4,-3%,0.0%,i,62,0.0,49,8%,-3%,-3.0%
CC1CCN(C(=O)CSc2ccc(-c3cccc([N+](=O)[O-])c3)nn2)CC1,-19%,i,0.5,-4%,-0.2%,i,48,2.4,52,0%,-2%,2.3%
NS(=O)(=O)c1ccc(CCNC(=O)CSc2ccc(Cl)cc2Cl)cc1,-19%,i,0.9,-24%,-0.1%,i,41,-0.4,60,-8%,5%,1.9%
CN(C)[C@@H](CO)c1nnc([C@H](Cc2ccc(O)cc2)NC(=O)C2CCNCC2)o1,0%,i,0.9,-20%,0.3%,i,16,-0.6,106,1%,2%,0.0%
O=C(NC1CCCCCCC1)c1ccc(S(=O)(=O)N2CCCC2)cc1,26%,i,0.8,18%,-0.1%,i,51,0.6,55,-12%,21%,-3.6%
CCOC(=O)N1CCN(C(=O)CSCc2ccc(Cl)cc2)CC1,17%,i,0.8,-1%,-0.3%,i,40,0.6,44,-11%,11%,2.3%
N#Cc1c(NC(=O)c2ccc(Cn3cc(Br)cn3)o2)sc2c1CCCCCC2,4%,i,0.7,9%,-0.2%,i,32,19,63,45%,-4%,-1.1%
Cc1ccc(NC(=O)CN(C)CC(=O)Nc2sc3c(c2C(N)=O)CCC3)cc1,21%,i,0.3,8%,0.0%,i,12,4.9,53,-56%,21%,-1.8%
O=C(COc1ccccc1)Nc1ccc(S(=O)(=O)NCc2ccco2)cc1,1%,i,0.9,-7%,-0.1%,i,36,-1.3,91,10%,6%,1.1%
Cc1cc(OCC(O)CNC(C)c2ccccc2)ccc1C(C)C (configuration not stated),-54%[20 µM],i,0.4,-16%,0.3%,i,54,22,61,60%,8%,8.0%
O=C(c1ccccc1)c1ccc2nc(-c3ccc(NC(=O)c4ccccc4Br)cc3)[nH]c2c1,-5%,i,0.7,.,-0.3%,i,16,0.9,48,.,9%,1.6%
CC(C(=O)N(C1CC1)C1(C(=O)Nc2ccccc2)CCCC1)N1C(=O)c2ccccc2C1=O (configuration not stated),22%,.,.,1%,-0.1%,i,54,-0.9,27,8%,2%,3.0%
CSCCC(NC(N)=O)C(=O)NCc1ccc(Cl)cc1 (configuration not stated),-54%,i,0.6,6%,0.3%,i,15,-3.0,85,5%,-10%,6.3%
O=[N+]([O-])c1cccc(S(=O)(=O)Nc2ccc(S(=O)(=O)NCC3CCCO3)cc2)c1 (configuration not stated),-15%,i,0.6,-2%,-0.1%,i,72,0.3,47,-36%,4%,1.5%
CC1CC(C)CN(S(=O)(=O)c2ccc(C(=O)N(c3ccccn3)C3CCCCC3)cc2)C1 (configuration not stated),2%,i,0.4,-12%,-0.3%,i,8,1.9,40,-24%,0%,-2.4%
CC(C)=CCN1CCN(Cc2cccnc2)CC1CCO (configuration not stated),-52%[20 µM],i,0.1,-9%,0.1%,i,61,1.9,72,-27%,-4%,.
Cn1c(=O)c2c(ncn2Cc2cccc(Cl)c2)n(C)c1=O,-29%,i,2.8,31%,1.1%,i,40,-0.6,61,42%,-39%,5.1%
Cc1cc(=O)n2[nH]c(-c3sccc3-n3c(C)ccc3C)cc2n1,-20%,.,.,3%,-0.4%,i,43,1.4,55,34%,-1%,1.3%
COC(=O)C1C(=O)c2c([nH]c(C(=O)OCC3CCCO3)c2C)CC1C (configuration not stated),11%,i,15,-52%,0.2%,i,29,0.3,50,-36%,1%,-5.3%
COc1cc(/C=C/C(=O)OCC(=O)c2c(N)n(C)c(=O)n(C)c2=O)ccc1O,-71%[20 µM],i,0.1,21%,-0.1%,i,58,0.1,79,-18%,4%,-0.7%
CC1CN(C2CCN(C(=O)c3ccccc3)CC2)CC(C)O1 (configuration not stated),15%,i,1.6,8%,0.0%,i,11,0.4,82,-19%,-1%,0.8%
COc1cc(OC)c(C2SCCN2S(=O)(=O)c2ccc(F)cc2)cc1OC (configuration not stated),-101%,i,1.0,19%,-0.1%,i,52,-1.6,52,24%,-13%,2.7%
Cc1[nH]n2c(=O)cc(Cc3ccccc3)nc2c1C#N,0%,i,0.8,5%,0.1%,i,39,5.0,58,-9%,-3%,-7.4%
COCc1cc(C)nc(OCC(=O)N/N=C/c2cccc(OC)c2)c1C#N,-18%,i,1.4,-6%,0.0%,i,30,8.8,92,-36%,10%,-0.1%
Cc1[nH]c2ccccc2c1C(=O)CSc1nncn1C,21%,i,0.6,5%,1.4%,i,39,0.3,51,-27%,4%,7.2%
CCCC1(c2ccccc2)NC(=O)N(C/C=C/Cl)C1=O (configuration not stated),-38%,.,.,-5%,-0.1%,i,39,0.2,59,-7%,10%,-0.5%
COc1ccc(C(=O)N(c2ccccc2)C2C=CS(=O)(=O)C2)cc1 (configuration not stated),18%,i,1.6,17%,0.0%,i,11,2.1,49,-5%,17%,-5.9%
CCOc1ccccc1NC(=O)Cn1c(=O)oc2cc(Cl)ccc21,-26%,i,0.7,20%,-0.1%,i,28,0.8,42,-9%,12%,3.9%
Cc1ccc(-n2nc3ccc(NC(=O)c4cccc([N+](=O)[O-])c4C)cc3n2)cc1,-62%,i,0.9,21%,-0.4%,i,50,2.7,86,-21%,1%,2.9%
COc1ccc(NC2c3ncccc3C(=O)N2Cc2cccs2)cc1 (configuration not stated),-25%,i,0.3,-11%,0.3%,i,50,-0.6,102,-24%,-13%,1.3%
COCn1c(-c2ccc(OC)cc2)nc2ccccc21,6%,i,1.0,-52%,-0.4%,i,39,-3.0,64,-38%,5%,-2.8%
CCN(CC)Cc1c(O)ccc2c(=O)c(-c3ccccc3OC)coc12,-16%[20 µM],i,0.3,5%,-0.1%,i,49,-0.2,73,-19%,-14%,1.2%
O=C(N/N=C/c1ccc([N+](=O)[O-])o1)c1sc2ccccc2c1Cl,23%,i,0.2,27%,-0.1%,i,61,5.5,60,38%,12%,-2.1%
COC(=O)c1cccc(NC(=O)c2cnoc2C)c1,-22%,i,1.2,2%,-0.4%,i,53,1.1,73,-32%,6%,5.6%
CCCCOP(=O)(c1ccc(N(C)C)cc1)C(O)c1ccccc1F (configuration not stated),-35%,i,1.0,-30%,-0.3%,i,41,3.3,81,-6%,-6%,2.9%
Cc1cccc(NC(=O)Nc2cc(C)cc(C)n2)c1,-16%[20 µM],i,0.5,-176%,-0.1%,i,48,-0.8,85,-50%,8%,-8.3%
CC(C)[C@@H](N)C(=O)N/N=C/c1ccc2ncccc2c1,-8%,i,0.3,10%,0.3%,i,4,-0.1,42,-2%,-16%,7.9%
O=C(NCc1ccccn1)c1cc(S(=O)(=O)N2CCN(c3ccccc3)CC2)ccc1Cl,-22%,i,2.8,13%,0.1%,i,44,-0.6,74,-8%,0%,3.8%
O=C(NCc1cccnc1)C1c2ccccc2C(=O)N1C1CCCCCC1 (configuration not stated),-17%,i,4.8,20%,-0.1%,i,55,-0.4,55,-8%,13%,2.2%
COc1ccccc1C(=O)Nc1nnc(-c2ccccc2)s1,-28%[20 µM],i,0.5,20%,-0.2%,i,60,0.3,50,-39%,5%,5.7%
O=C(O)c1ccc(-c2ccccc2C(F)(F)F)o1,40%,i,4.2,1%,-0.1%,i,5,1.2,69,-7%,9%,-4.0%
COc1ccc(NC(=O)c2cnc(SC)nc2C)c(OC)c1,2%,i,0.8,-16%,0.3%,i,62,-0.5,93,-12%,4%,-1.1%
NS(=O)(=O)c1ccc(CCNC(=O)CCCn2c(SCC(=O)N3CCCC3)nc3ccsc3c2=O)cc1,-13%,i,0.2,2%,-0.6%,i,5,0.5,37,-37%,5%,-2.9%
COc1cccc(NC(=S)N(CCN(C)C)C(C)c2ccncc2)c1 (configuration not stated),7%,i,0.5,-6%,0.0%,i,52,-1.1,62,-7%,3%,1.6%
CN(C)CCNc1ncnc2c1sc1nc(N3CCCC3)c3c(c12)CC(C)(C)OC3,4%,i,0.6,10%,-0.1%,i,16,8.6,46,-10%,13%,0.7%
O=C(C[n+]1cc(-c2ccc(Cl)cc2)n2c1CCCCC2)c1ccccc1,20%,i,0.7,1%,0.5%,i,29,-0.2,46,-7%,-10%,5.5%
Cc1cccc(NC(=S)NNC(=O)CCn2nc(C)c([N+](=O)[O-])c2C)c1,-21%,i,0.9,8%,-0.5%,i,56,2.5,97,-12%,14%,5.1%
Cc1cc2c(cc1C)CSC(c1ccccc1O)SC2,-18%,i,0.6,-22%,-0.1%,i,32,51*,74*,-2%,6%,-1.0%
O=C(Nc1sc2c(c1C(=O)N1CCOCC1)CCCCC2)c1cccnc1,-16%,i,0.2,4%,0.0%,i,32,-0.4,36,-36%,-4%,-3.2%

# Filtered by structure: the compounds so far with a cyano group (three)
SMILES,KOR beta-arrestin-1,Myeloid diff 2,Myeloid diff 2 GFP+ MAC1+ %,HEK293 NOD2/NF-kB,GPR55 activation,T cell modulator,T cell modulator vesicle-bound %,NTR1 agonist,NTR1 agonist cell count 20 µM,NOD1 inhibition,GPR55 LPI antagonism,KOR beta-arrestin-2
N#Cc1c(NC(=O)c2ccc(Cn3cc(Br)cn3)o2)sc2c1CCCCCC2,4%,i,0.7,9%,-0.2%,i,32,19,63,45%,-4%,-1.1%
Cc1[nH]n2c(=O)cc(Cc3ccccc3)nc2c1C#N,0%,i,0.8,5%,0.1%,i,39,5.0,58,-9%,-3%,-7.4%
COCc1cc(C)nc(OCC(=O)N/N=C/c2cccc(OC)c2)c1C#N,-18%,i,1.4,-6%,0.0%,i,30,8.8,92,-36%,10%,-0.1%
